High-throughput results as filed in PubChem BioAssay.
GPR35 antagonists – GPR35 antagonists blocking zaprinast-driven arrestin recruitment, primary screen, imaging, U2OS, beta-arrestin-GFP, zaprinast agonist (AID 2058); U2OS GPR35 beta-arrestin-GFP translocation imaging, zaprinast antagonism; higher % means a stronger effect; inhibition, % at 10 µM; hits with a dose series show IC50 in µM; 0.052% of 290,000 active;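 active means inhibition of at least 50% with at least 30 cells and total cytoplasm GFP at most 10,000,000; inconclusive means under 30 cells or total GFP of 10,000,000 plus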
KOR beta-arrestin-1 – KOR agonists, beta-arrestin recruitment, primary screen, cell-based, luminescence, uHTS (AID 1777). 0.02% of 280,000 active. one-dose activation, % at 10 µM; EC50 in µM for titrated hits. KOR beta-arrestin recruitment, luminescence; higher % means a stronger effect; in the data active means activation above about 50%, passing the limit was not always enough; further: a part of the inactive calls stands beside numbers as strong as those of hits
KOR beta-arrestin-2 – kappa opioid receptor blockers – cell-based, luminescence, uHTS (AID 1778); KOR beta-arrestin recruitment, luminescence, antagonist mode; higher % means a stronger effect; one-dose inhibition, % at 10 µM; IC50 in µM for titrated hits; 0.091% of 290,000 active; in the data active means inhibition above about 50%; further: strong numbers were not always called active
GPR55 antagonists – inhibition of LPI-stimulated GPR55 beta-arrestin translocation – imaging, U2OS, beta-arrestin-GFP, LPI agonist, primary screen (AID 2013); U2OS GPR55 beta-arrestin-GFP translocation imaging, LPI antagonism; higher % means a stronger effect; one-dose inhibition, % at 10 µM; IC50 in µM for titrated hits; 0.13% of 290,000 active;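 active means spots per cell inhibited over 60%, with over 100 cells counted and total cytoplasm intensity under 500,000; inconclusive means wells with under 100 cells, flagged as likely toxic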;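 further: U2OS cells stably carrying GPR55 and arrestin-GFP stimulated by 5 µM LPI near EC80; imaged beta-arrestin-GFP aggregate spots per cell after agonist stimulation; plate controls were LPI-stimulated DMSO wells for no effect and DMSO wells without LPI for full effect; some results filed as inactive read as strong as hits; confirmed hits need IC50 under 10 µM and bright autofluorescent wells are also inconclusive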
HIV fusion peptide – inhibitors of HIV fusion peptide binding, primary screen, biochemical, uHTS, fluorescence dequenching (AID 1986) | cell-free peptide binding, fluorescence dequenching, 30 min; higher % means a stronger effect | inhibition, % at 20 µM; hits with a dose series show IC50 in µM | 0.3% of 290,000 active; in the data active means inhibition mostly above about 52%, no sharp cut-off; inactive means mostly below about 76%; further: some results filed as inactive read as strong as hits
NOD1 NF-kB reporter – NOD1 signaling inhibitors, primary screen, cell-based, luminescence, uHTS (AID 1578). inhibition, % at 4 µM, or EC50 in µM where a hit was titrated. NOD1-driven NF-kB luciferase reporter cells, luminescence; higher % means a stronger effect. 1% of 290,000 active; in the data active means inhibition mostly above about 36%, no sharp cut-off; inactive means mostly below about 34%;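 further: HEK-293T reporter cells stimulated with the NOD1 agonist gamma-tri-DAP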
West Nile antiviral – West Nile virus antiviral activity, cell-based, CPE readout (AID 1621) | CPE inhibition, % at 10 µM; hits with a dose series show IC50 in µM | 0.02% of 290,000 active | West Nile virus-infected cells, CPE inhibition; higher % means a stronger effect; in the data active means a potency from the dose series; inconclusive means CPE inhibition mostly from about 3.7% at the one dose, without a potency; inactive means the rest, 99 in 100 with CPE inhibition below about 2.2%; further: strong numbers were not always called active
GPR55 beta-arrestin – selective activators of receptor GPR55 – imaging, U2OS cells, beta-arrestin-GFP redistribution, primary screen (AID 1961). one-dose activation, % at 10 µM; EC50 in µM for titrated hits. 0.048% of 290,000 active. U2OS GPR55 beta-arrestin-GFP redistribution imaging; higher % means a stronger effect;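 active means activation above 40% with more than 50 cells counted in the well; inconclusive means wells holding fewer than 50 cells, flagged as toxic or sparse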;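 further: U2OS osteosarcoma cells stably expressing GPR55 and beta-arrestin-GFP; plate controls were DMSO negative control for no effect and LPI positive control for full effect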
Dengue-2 NS5 capping – Dengue-2 NS5 methyltransferase inhibitors, primary screen, biochemical, confirmation dose response (AID 588689); Dengue-2 NS5 methyltransferase capping enzyme assay, biochemical; higher % means a stronger effect; one-dose inhibition, % at 25 µM; IC50 in µM for titrated hits; 0.3% of 340,000 active; in the data active means a potency from the dose series; inconclusive means inhibition above about 29% without an active follow-up result
Active calls of the source: *; ? = inconclusive; · = not tested or not shown; [ ] = remark or other dose.

no.	SMILES	NOD1 NF-kB reporter	GPR35 antagonists	West Nile antiviral	GPR55 beta-arrestin	KOR beta-arrestin-2	Dengue-2 NS5 capping	KOR beta-arrestin-1	GPR55 antagonists	HIV fusion peptide
1	NC(=NCCc1ccccc1)NS(=O)(=O)c1ccc(F)cc1	-20%	-4%	-0.2%	0.0%	12%	-2%	7.1%	15%	-0.7%
2	CCOC(=O)N1CCC(NC(=O)c2oc3c(C)c(C)ccc3c2C)CC1	-23%	10%	-1.2%	-0.1%	17%	-3%	3.9%	10%	1.3%
3	CN(C(=O)c1ccc(OC2CCN(CCc3ccccc3)CC2)cc1)C1CCCCC1	-32%	18%	-2.0%	-0.1%	-19%[20 µM]	-21%	·	15%	0.4%
4	Cc1nnc(N/N=C/c2c[nH]c3ccccc23)[nH]c1=O	-6%	7%	-0.2%	-0.1%	-12%	-5%	2.2%	-9%	-1.4%
5	O=C(CSCCO)Nc1ccccc1	-24%	13%	1.5%	-0.4%	30%	-4%	-3.6%	-2%	1.3%
6	O=C(NC1CCCC1)C1CCCN1C(=O)Nc1ccc(Cl)cc1 (stereo unspecified)	4%	4%	-0.2%	0.3%	0%	2%	1.0%	3%	0.2%
7	Cc1cc(=O)oc2c(C(=O)c3ccccc3)c(OCC(N)=O)ccc12	-7%	0%	0.3%	-0.1%	-5%	·	-4.5%	7%	0.9%
8	Cc1ccc(NC(=S)N(CCN(C)C)C(C)c2cccnc2)c(C)c1 (stereo unspecified)	5%	-20%	0.1%	-0.4%	-32%	-1%	9.7%	0%	0.5%
9	NC(=O)C1(N2CCCCC2)CCN(C(=O)c2ccc(C#CC3(O)CCCCC3)cc2)CC1	-15%	5%	-0.2%	-0.1%	15%	2%	-4.1%	2%	4.5%
10	COc1ccc(C(C)C)cc1S(=O)(=O)N1CCC(C(=O)NCc2cccnc2)CC1	-9%	5%	-0.4%	-0.2%	-26%	-3%	-3.5%	3%	-1.1%
11	O=C(c1cc(COc2ccc3ncccc3c2)on1)N1CCCC1	19%	-12%	0.5%	0.4%	-4%	-5%	1.7%	1%	1.9%
12	COc1ccc(CN(C)C(=O)c2cccc(C(=O)N(C)Cc3ccc(OC)cc3)c2)cc1	2%	1%	-2.6%	0.0%	24%	-2%	-6.7%	2%	1.0%
13	O=C(NNc1cc(Cl)ccc1Cl)c1c(F)cccc1Cl	3%	7%	-0.9%	1.4%	·	1%	1.4%	2%	-1.1%
14	O=[N+]([O-])c1cc(Br)c(O)c(/C=N/Nc2nnnn2-c2cccc3ccccc23)c1	18%	-2%	1.6%	0.6%	20%	3%	-2.7%	14%	1.9%
15	CCc1nc(SCC(N)=O)c2c(=O)n(C)c(=O)n(C)c2n1	-14%	-8%	0.7%	-0.1%	36%	-1%	-2.8%	-2%	-1.6%
16	COc1ccccc1N1CCN(C(=O)c2ccc(NS(=O)(=O)c3ccc(C)cc3)cc2)CC1	-18%	-12%	-1.0%	0.2%	-8%	-3%	-3.7%	0%	0.1%
17	CNC(=O)/C(=C\c1cccc(Oc2ccccc2)c1)NC(=O)c1ccccc1	-16%	-5%	-0.8%	-0.2%	29%	-11%	-3.4%	9%	1.5%
18	C=CCOc1cccc(C(=O)N2CCC(CCC(=O)NC3CC3)CC2)c1	-22%	-15%	0.5%	0.2%	-16%	-3%	1.0%	15%	1.9%
19	COc1ccc(C)cc1NC(=O)c1ccc(NS(=O)(=O)c2c(C)noc2C)cc1	-19%	-7%	0.0%	0.9%	2%	-18%	-5.7%	12%	5.4%
20	Cc1cccc(N(C2C=CS(=O)(=O)C2)S(=O)(=O)c2ccccc2)c1 (stereo unspecified)	-12%	-10%	0.3%	-0.3%	35%	-14%	-2.9%	19%	-0.7%
21	COc1ccccc1N1CCN(C(=O)CCCCCn2c(=O)[nH]c3ccsc3c2=O)CC1	-47%	-6%	-0.2%	0.1%	8%	-6%	-2.5%	-6%	-0.2%
22	Cc1ccc(NC(=O)C2CCCN(c3ncccn3)C2)cc1F (stereo unspecified)	-48%	18%	0.2%	-0.2%	2%	-1%	8.1%	14%	-0.6%
23	COc1cc(NS(=O)(=O)c2ccc(F)cc2)c(C(=O)O)cc1OC	-2%	-6%	0.1%	-0.1%	-2%	2%	1.0%	13%	0.6%
24	Cc1ccccc1N1CCN(C2CCCN(C(=O)c3ccc(Cl)s3)C2)CC1 (stereo unspecified)	-5%	0%	-0.7%	-0.1%	-18%	2%	1.1%	10%	1.4%
25	COc1cc(C(c2sc3nc(C)nn3c2O)N2CCc3ccccc3C2)cc(OC)c1OC (stereo unspecified)	-13%	0%	-0.1%	-0.1%	-9%	-1%	-5.6%	11%	-2.0%
26	Cc1ccc(NC(=O)N2CCCC2C(=O)Nc2ccc3c(c2)OCO3)cc1 (stereo unspecified)	8%	9%	-0.2%	-0.2%	-9%	-12%	-1.1%	32%	-1.5%
27	Cc1noc(N)c1C(=O)Nc1ccc(C(C)(C)C)cc1	-96%	8%	-0.9%	-0.1%	-18%	1%	2.3%	11%	-1.8%
28	C1=CN2CCC1C(c1ccccc1)C2 (stereo unspecified)	-14%	-2%	0.5%	0.7%	-6%	-4%	0.6%	27%	6.1%
29	CCc1nc2sc3ccccc3c(=O)c2c(=O)n1Cc1ccco1	-7%	12%	-0.6%	0.5%	-39%	-11%	-2.4%	3%	15%
30	CC(C)OCCCNC(=O)Nc1cccc2ccccc12	-26%	8%	1.0%	0.2%	-26%[20 µM]	-7%	·	0%	-0.7%
31	COc1ccc(C(C(=O)NC2CCCCC2)N(C(=O)c2ccccn2)c2cccnc2)cc1 (stereo unspecified)	-33%	6%	-0.8%	0.2%	-14%[20 µM]	-4%	·	4%	0.7%
32	COc1cc(CN2CCNC(=O)C2CC(=O)N2CCCN(C(C)=O)CC2)cc(OC)c1 (stereo unspecified)	-36%	3%	0.3%	0.3%	-10%	-6%	6.0%	12%	0.9%
33	Cc1cc(C)nc(N2CCC(C(=O)NC3CCCc4ccccc43)CC2)n1 (stereo unspecified)	0%	15%	0.2%	-0.1%	13%	-3%	-6.8%	-11%	-1.3%
34	Cc1[nH]n(-c2ccccc2)c(=O)c1C=Nc1ccc(S(=O)(=O)N(C)C)cc1	-21%	-13%	0.4%	-0.2%	-8%	-9%	-1.9%	4%	-1.7%
35	COc1cccc(N2C(=NC(=O)C3CCCO3)SC3CS(=O)(=O)CC32)c1 (stereo unspecified)	20%	7%	0.0%	-0.1%	35%	-2%	0.4%	11%	-2.1%
36	CC(C)(C)NC(=O)C(=O)NNC(=O)c1ccco1	-34%	10%	0.5%	0.0%	-14%[20 µM]	2%	-1.9%	-4%	-1.9%
37	CCOc1c2ccc(C(=O)NCc3ccc4c(c3)OCO4)cc2nn1C	-4%	5%	0.0%	-0.3%	27%	2%	-2.0%	5%	-1.3%
38	CC1=NN(c2ccccc2)C(=O)/C1=C\c1cc(C)n(C)c1C	12%	-2%	0.8%	-0.1%	6%	0%	0.8%	14%	-4.8%
39	CN(CC1CCCCO1)C(=O)c1cc(COc2ccc(F)cc2Cl)on1 (stereo unspecified)	-38%	-6%	-1.4%	-0.1%	-3%	-5%	2.1%	-2%	-0.5%
40	COc1ccc(CCNC(=O)CC(c2ccccc2)c2cccc(C)c2O)cc1OC (stereo unspecified)	10%	-4%	-0.1%	-0.4%	-1%	-1%	-5.6%	6%	-1.9%
41	CCCCOc1ccc(CN2CCCCC2)cc1	-16%	6%	-0.9%	0.4%	-2%	-4%	-2.9%	-4%	0.4%
42	N#C/C(=C\c1ccc(OC(F)F)cc1)C(=O)N1CCCCC1	3%	-4%	0.2%	-0.1%	24%	-13%	-1.1%	9%	-0.7%
43	O=C(COC(=O)c1n[nH]c2ccccc12)Nc1ccc(Cl)cc1[N+](=O)[O-]	-31%	-6%	-1.2%	-0.1%	-70%[20 µM]	0%	0.3%	1%	-0.1%
44	O=C(Cn1c(=O)n(Cc2ccco2)c(=O)c2ccccc21)NCC1CCCO1 (stereo unspecified)	8%	9%	-0.1%	0.0%	-11%	-6%	-3.2%	0%	-2.2%
45	CCCn1c(C)cc(=O)c2cc(NC(=O)c3cnccn3)ccc21	-10%	-9%	0.6%	-0.2%	-25%	-1%	-2.5%	6%	-1.0%
46	CCOc1cc(/C=C/C(=O)c2ccc(OC)c(CN3CCOCC3)c2)cc(Br)c1O	8%	-11%	?	1.0%	17%	-13%	2.6%	3%	9.8%
47	O=C(COc1ccc(-c2ccccc2)cc1)N1CCN(C(=O)c2cccs2)CC1	-7%	0%	-0.1%	0.2%	-40%[20 µM]	0%	·	-1%	8.4%
48	O=C(NC(=S)Nc1ccc(Cl)c(C(=O)O)c1)c1cccc(COc2ccccc2)c1	-13%	5%	-0.1%	0.2%	-10%	16%	-3.2%	4%	41%
49	CC(=O)c1cccc(NC(=O)CC2S/C(=N/N=C/c3cccs3)NC2=O)c1 (stereo unspecified)	7%	5%	-0.6%	0.2%	-52%[20 µM]	·	2.2%	-7%	1.2%
50	CCOc1ccccc1/C=N/Nc1ccc(Cl)nn1	-4%	16%	-0.9%	-0.1%	4%	-7%	1.8%	-4%	-0.2%
51	COc1ccc(NC(=S)N2c3ccccc3CC2C)cc1OC (stereo unspecified)	30%*	-16%	-0.3%	0.5%	15%	-2%	4.1%	-1%	-3.5%
52	O=C(Nc1ccccc1C(=O)O)c1cccc(NC(=O)c2ccc(Br)o2)c1	-12%	-6%	1.2%	-0.2%	16%	8%	-2.7%	9%	16%
53	CC(=O)C1=C(O)C(=O)N(CCc2c[nH]c3ccccc23)C1c1ccco1 (stereo unspecified)	-4%	-3%	-0.1%	-0.1%	5%	3%	0.7%	15%	22%
54	O=[N+]([O-])/C(=C\Nc1ccc(F)cc1F)S(=O)(=O)c1ccccc1	-8%	-12%	-0.2%	-0.1%	-5%	-1%	9.7%	8%	-1.8%
55	CCc1ccc(Nc2cnn(C34CC5CC(CC(CC(=O)O)(C5)C3)C4)c(=O)c2Cl)cc1	-14%	-8%	0.5%	0.1%	-15%	-8%	-1.5%	16%	12%
56	C=CCNC(=O)C1CCN(c2cnccn2)CC1	5%	-9%	0.3%	-0.4%	-26%	-3%	-19%	-13%	-0.6%

Retrieved by compound from above, 2 records:
no.	SMILES	NOD1 NF-kB reporter	GPR35 antagonists	West Nile antiviral	GPR55 beta-arrestin	KOR beta-arrestin-2	Dengue-2 NS5 capping	KOR beta-arrestin-1	GPR55 antagonists	HIV fusion peptide
33	Cc1cc(C)nc(N2CCC(C(=O)NC3CCCc4ccccc43)CC2)n1 (stereo unspecified)	0%	15%	0.2%	-0.1%	13%	-3%	-6.8%	-11%	-1.3%
30	CC(C)OCCCNC(=O)Nc1cccc2ccccc12	-26%	8%	1.0%	0.2%	-26%[20 µM]	-7%	·	0%	-0.7%

An excerpt (hit frequency here may not be typical).
